GalR3 antagonist = GalR3 antagonists in HEK293 cells, primary screen, cell-based, fluorescence readout. Galanin receptor type 3 (Homo sapiens), O60755. HEK293 GalR3-CNG cAMP membrane potential fluorescence; galR3 body fused to GalR1 C-terminus. inhibition, % at 3 µM. hit rate 0.44% among 360,000. AID 651719, 2012;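 active means inhibition above the screen-wide average plus 3 SD, cut at about 13% in these data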;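 further: forskolin and galanin both at EC90 stimulate the cells; cAMP rise reported by CNG channel membrane potential dye signal; 0% = forskolin plus galanin with DMSO and 100% = forskolin alone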
Target sequence (O60755 1-299 limits assumed): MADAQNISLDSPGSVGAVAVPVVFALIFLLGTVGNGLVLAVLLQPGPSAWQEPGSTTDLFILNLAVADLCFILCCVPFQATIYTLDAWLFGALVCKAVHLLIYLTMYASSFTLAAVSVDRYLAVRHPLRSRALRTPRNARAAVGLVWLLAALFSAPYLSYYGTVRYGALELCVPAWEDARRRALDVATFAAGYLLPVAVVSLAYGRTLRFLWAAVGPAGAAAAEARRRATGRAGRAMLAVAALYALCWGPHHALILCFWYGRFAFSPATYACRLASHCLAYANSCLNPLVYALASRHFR
* = called active by the depositor. Some of the compounds tested; rates above refer to the full screens.

SMILES	GalR3 antagonist
COc1cc(-c2cc(NC(C)=O)c3ncc(-c4ccccc4)n3c2)cc(OC)c1OC	3
Cc1nnc2sc(SCC(=O)N3CCc4ccccc43)nn2c1=O	-7
O=C1Nc2ccccc2-n2nnnc2C1N1CCN(c2ccc(C(F)(F)F)cn2)CC1 (stereo not drawn)	-1
COc1ccccc1N1CCN(CCCCN2C(=O)C3CCCN3C2=O)CC1 (stereo not drawn)	-4
C[C@H](NC(=O)c1ncn2c1C(=O)N(C)CC2)C(=O)OC(C)(C)C	-8
Cc1occc1C(=O)NNC(=O)CN1C(=O)NC2(CCCCC2)C1=O	-5
O=C(COC(=O)c1ccccc1Cl)NC1CCCCCCC1	1
CCC(c1nc2ccccc2[nH]1)n1c(=O)c(-c2ccccc2)nc2ccccc21 (stereo not drawn)	-5
O=C(Nc1ccc(Cl)cc1)c1csc(COCCO)n1	-4
O=C(NC1CCCC1)C(C1CC1)n1c(-c2ccncc2)nc2ccccc21 (stereo not drawn)	-4
Cc1cccc(S(=O)(=O)NC(=O)C2(C)CCN2C(=O)Cc2cccs2)c1 (stereo not drawn)	-4
COc1ccccc1NS(=O)(=O)c1ccc(C(=O)NCC(c2ccco2)N2CCCCC2)cc1 (stereo not drawn)	-6
CCOC(=O)C1=CCN(S(=O)(=O)c2ccc(F)cc2)C1c1ccc(F)cc1 (stereo not drawn)	-5
Cc1cccc(S(=O)(=O)NC(=O)C2(C)CCN2C(=O)c2cccc(F)c2)c1 (stereo not drawn)	-5
CC(=NNC(=S)N(Cc1ccccn1)Cc1ccccn1)c1cnccn1	-6

A run of entries taken from the entries so far, for reference:
SMILES	GalR3 antagonist
COc1cc(-c2cc(NC(C)=O)c3ncc(-c4ccccc4)n3c2)cc(OC)c1OC	3
Cc1nnc2sc(SCC(=O)N3CCc4ccccc43)nn2c1=O	-7
O=C1Nc2ccccc2-n2nnnc2C1N1CCN(c2ccc(C(F)(F)F)cn2)CC1 (stereo not drawn)	-1
COc1ccccc1N1CCN(CCCCN2C(=O)C3CCCN3C2=O)CC1 (stereo not drawn)	-4
C[C@H](NC(=O)c1ncn2c1C(=O)N(C)CC2)C(=O)OC(C)(C)C	-8
Cc1occc1C(=O)NNC(=O)CN1C(=O)NC2(CCCCC2)C1=O	-5
O=C(COC(=O)c1ccccc1Cl)NC1CCCCCCC1	1
CCC(c1nc2ccccc2[nH]1)n1c(=O)c(-c2ccccc2)nc2ccccc21 (stereo not drawn)	-5
O=C(Nc1ccc(Cl)cc1)c1csc(COCCO)n1	-4
O=C(NC1CCCC1)C(C1CC1)n1c(-c2ccncc2)nc2ccccc21 (stereo not drawn)	-4
Cc1cccc(S(=O)(=O)NC(=O)C2(C)CCN2C(=O)Cc2cccs2)c1 (stereo not drawn)	-4
COc1ccccc1NS(=O)(=O)c1ccc(C(=O)NCC(c2ccco2)N2CCCCC2)cc1 (stereo not drawn)	-6
CCOC(=O)C1=CCN(S(=O)(=O)c2ccc(F)cc2)C1c1ccc(F)cc1 (stereo not drawn)	-5
Cc1cccc(S(=O)(=O)NC(=O)C2(C)CCN2C(=O)c2cccc(F)c2)c1 (stereo not drawn)	-5
CC(=NNC(=S)N(Cc1ccccn1)Cc1ccccn1)c1cnccn1	-6

(listing goes on)
SMILES	GalR3 antagonist
CCn1nc(C(=O)Nc2ccc(Cl)c(S(=O)(=O)N3CCOCC3)c2)c2ccccc2c1=O	-1
CC[C@@H]1CCC[C@@H](O)[C@@H](C)C(=O)O[C@H](C)[C@@H](C)C/C=C(C)/C(OC)=C\C(=O)N(C)C([C@@H](C)CC)C(=O)N(C)[C@@H](C(C)C)C(=O)N(C)[C@@H](COC)C(=O)N2CCC[C@H]2C(=O)N(C)[C@@H](C(C)C)C(=O)N2CCC[C@H]2C(=O)O1 (stereo partly drawn)	101*
COc1ccc(-c2csc(NC(=O)C3=COCCO3)n2)cc1OC	0
CC(=O)Nc1cccc(NC(=O)C(=O)c2cn(CC(=O)N3CCCC3)c3ccccc23)c1	-3
COc1ccc(F)cc1-c1cc(NC=O)c2ncc(-c3cccc(C(F)(F)F)c3)n2c1	-7
COc1ccccc1Cc1c(-c2ccco2)nc2ccc(Br)cn12	1
O=C1c2ccccc2C(c2nnnn2Cc2ccccc2)N1CCCN1CCOCC1 (stereo not drawn)	-1
CC12CCC(=O)C=C1CCC1C3CC(O)C(O)(C(=O)CO)C3(C)CC(O)C12F (stereo not drawn)	-3
O=C1C(=Cc2ccccc2O)SC(=S)N1CCCN1CCOCC1	-2
Cc1ccc(C)c(C(O)c2ncc(-c3ccc(C(F)(F)F)cc3)[nH]2)c1 (stereo not drawn)	-8
CSc1nc2c(=S)[nH]c(=S)[nH]c2s1	-4
Cc1cccc(-n2ncc3c2CCCC3NC(=O)c2cccs2)c1C (stereo not drawn)	-6
COC(=O)c1cccc2c(C(=O)O)cc(-c3ccccc3)nc12	-7
CC1Cc2[nH]c(=S)[nH]c(=O)c2C(c2ccc(F)cc2)O1 (stereo not drawn)	1
O=[N+]([O-])c1ccc(S(=O)(=O)NN=Cc2ccc3c(c2)OCO3)cc1	1
CSc1ccc(OC2(C)CCN(Cc3cc4ccccc4o3)C2)cc1 (stereo not drawn)	-6
CCCC(=O)N1CCCC1(C)C(=O)Nc1cccc(OC(C)C)c1 (stereo not drawn)	-4
CCc1ccc(NC(=O)CSc2n[nH]c(=O)n2C2CC2)cc1	-4
CCc1nc2ccc(C(=O)NC3CCN(Cc4ccccc4)CC3)cn2c1N(C)CCN1CCOCC1	-6
Cn1c(=O)n(C)c2cc(CNC(=O)[C@H]3O[C@@H](n4ccc(=O)[nH]c4=O)[C@H](O)[C@@H]3O)ccc21	-5
COc1ccccc1NS(=O)(=O)c1cc(C(=O)Nc2ccc(S(=O)(=O)Nc3onc(C)c3C)cc2)ccc1C	-3
CCN(CC(=O)NCc1cccs1)C(=O)/C=C/c1ccc(F)cc1	-7
CC(CNc1ccc(Cl)cc1)(CNc1ccc(Cl)cc1)[N+](=O)[O-]	-1
COC(=O)Cn1c(C(=O)N(C)C)cc2c1C[C@H]1CN(C(=O)c3ccccc3)[C@@](Cc3ccc(F)cc3)(C(=O)OC)[C@@H]21	-1
CCOC(=O)C1CCC(=O)C1 (stereo not drawn)	0
CCOC(=O)C1=CCN(S(=O)(=O)c2cccc(Cl)c2)C1c1cccc(Cl)c1 (stereo not drawn)	-6
CC1CCCCC12NC(=O)N(CC(=O)N1CCN(S(=O)(=O)c3ccc4c(c3)CCC4)CC1)C2=O (stereo not drawn)	-3
COCCCn1c(C(=O)NC2CCCCC2)cc2c(=O)n3cccc(C)c3nc21	-6
CC(=O)NC(CC(=O)Nc1cccc(S(=O)(=O)N2CCOCC2)c1)c1ccccc1 (stereo not drawn)	-2
O=C1NC[C@@H](CCCCN2C[C@H](Cc3ccccc3)N(CCc3ccc(O)cc3)C(=O)C2=O)N(CCc2ccccc2)C1=O	-5
CCCCn1nnnc1C1(C)CCC(=O)N1Cc1cccnc1 (stereo not drawn)	-8
COC(=O)C1=C(C)N(C)C(=NCc2ccc(OC)cc2)NC1c1ccc(C(F)(F)F)cc1 (stereo not drawn)	-8
COc1ccc(NC(=O)C2(C)CCN2Cc2ccccc2Cl)cc1OC (stereo not drawn)	-1
Cc1cc2nc(-c3ccco3)c(CC(C)(C)C)n2c(C)c1Br	-6
COCCn1c(SCC(=O)NC2CCCC2)nc2ccccc2c1=O	4
O=C(NC(C(=O)N1CCCC1C(=O)NC1CCCC1)c1ccccc1)c1cccs1 (stereo not drawn)	-8
COc1ccc(Cc2c(-c3cccc(Br)c3)nc3ccc(Br)cn23)c(C)c1	-5
COCCNC(=O)C1(C)CCCN(C(=O)c2ccccc2F)C1 (stereo not drawn)	-6
COc1ccc2[nH]c3c(c2c1)CCN1C(=O)C(CC(=O)NC(C)(C)C)C[C@H](C(=O)N2CCCCC2)[C@@]31C (stereo partly drawn)	2
Cc1ccccc1Cn1c(=O)c2c(nc3n2CCN3Cc2ccco2)n(C)c1=O	-3
C[C@H]1CN([C@@H](C)CO)C(=O)CCCn2nncc2CO[C@H]1CN(C)S(=O)(=O)c1ccc(Oc2ccccc2)nc1	-8
CCN(CC)S(=O)(=O)c1ccc(-c2cn3ccccc3n2)cc1	-5
CCC(C(=O)NC1CCCC1)n1c(C2CC2)nc2ccccc21 (stereo not drawn)	-8
Cc1ccc(S(=O)(=O)N2CCN(C(=O)CCOc3ccccc3C)CC2)cc1C	-4
Cc1ccc(Cn2cc(CN3CC(N4CCCCC4)CS3(=O)=O)nn2)cc1 (stereo not drawn)	-4

Exported in markdown: entries from further up.
| canonical_smiles | GalR3 antagonist |
| --- | --- |
| CCc1ccc(NC(=O)CSc2n[nH]c(=O)n2C2CC2)cc1 | -4 |
| COc1ccc2[nH]c3c(c2c1)CCN1C(=O)C(CC(=O)NC(C)(C)C)C[C@H](C(=O)N2CCCCC2)[C@@]31C (stereo partly drawn) | 2 |

(further entries)
SMILES	GalR3 antagonist
Cc1ccc(S(=O)(=O)NN=C(c2ccccc2)c2cccs2)cc1	-1
CCN(CC)c1ccc(S(=O)(=O)N2CCOCC2)cc1NC(=O)COC(=O)/C=C/c1ccccc1	-10
CCN(CC)CCCn1c(SCC(=O)NCC2CCCO2)nc2ccccc2c1=O (stereo not drawn)	-3
O=C(Nc1cccc2ccccc12)c1csc(COCCO)n1	2
CCN(CC)c1ccc(C(=O)NNC(=O)CNC(=O)c2ccco2)cc1	-6
O=C(CN1c2cccc3cccc(c23)S1(=O)=O)NCc1ccccc1Cl	-2
COc1ccc(-c2ccccc2)cc1NC(=O)[C@@H]1O[C@H](CO)[C@H](O)[C@H](O)[C@H]1O	-1
CC(C)C(=O)N1CCC1(C)C(=O)NCc1ccc(F)cc1Cl (stereo not drawn)	-4
O=C(O)c1ccccc1Cc1ccc2c(c1)CCCC2	-2
CN(CC(=O)Nc1c(Cl)cccc1Cl)C(=O)c1ccc2ccccc2n1	-6
O=C(O)c1ccc(NC2=C/C(=N/S(=O)(=O)c3cccs3)c3ccccc3C2=O)cc1	-4
CC(C)[C@H](NC(=O)c1c(F)cccc1F)C(=O)OCC(=O)NNC(=O)c1ccccc1	-3
COc1ccc(-c2ccc3[nH]c4c(c3c2)CCN2C(=O)[C@@H]([C@H](C)O)[C@@H](N(C)C(=O)Nc3cc(Cl)cc(Cl)c3)C[C@@H]42)cc1	-4
CN(C)CC(O)c1ccc(C=Cc2ccc(Cl)cc2)cc1 (stereo not drawn)	-9
O=c1cc(-c2nn[nH]n2)[nH]c(=O)[nH]1	-8
CNc1cc(-c2ccc(OC)nc2)ncn1	2
Cc1cc(C(=O)CCC(=O)Nc2cccc(F)c2)c(C)s1	-6
CCCCCCCCN1C(=O)[C@H](CC(=O)N2CCN(C(=O)c3ccco3)CC2)C[C@@]2(C(=O)OCC)CCCC=C12	-8
CC(C)(C)c1ccc(-n2ncc3c2CCCC3NC(=O)CCC2=NNC(=O)CC2)cc1 (stereo not drawn)	-5
CCOC(=O)c1cnc2c3c(noc13)CCC2	-6
Cc1cnc(CNC(=O)c2ccc3nc([C@@H]4O[C@H](CO)[C@H](O)[C@H](O)[C@H]4O)[nH]c3c2)cn1	-7
O=C(NC(=S)Nc1cccnc1)c1cccc(Cl)c1	-4
COc1ccc(C(C)(NC(C)=O)c2nc(-c3cccc(C(=O)O)c3)cs2)cc1 (stereo not drawn)	-4
Cc1ccc(F)c(S(=O)(=O)NC(=O)C2(C)CCN2C(=O)Cc2ccc(C(C)(C)C)cc2)c1 (stereo not drawn)	-4
CCCCCCN1CCN(C2CN(Cc3ccc(F)cc3)S(=O)(=O)C2)CC1 (stereo not drawn)	-7
Nc1ncnc2c1ncn2[C@@H]1O[C@H](C(=O)N[C@@H](CCc2ccccc2)C(=O)N2CCN(C(=O)N3CCCCC3)CC2)[C@@H](O)[C@H]1O	-6
CCc1nc2ccc(C(=O)N(C)C(C)C)cn2c1N(CC)Cc1cccc(Br)c1	-9
CC(C)(C)c1ccc(CC(=O)N2CCC2(C)C(=O)N2CCCCC2)cc1 (stereo not drawn)	-2
CC(=O)ON=C1C=CC(=C(C#N)c2ccccc2)C=C1	0
CC(C)N(C)c1ncnc2c1ncn2[C@H]1CN(CCc2ccccc2)C[C@@H](CO)O1	-9
COc1ccc(OCc2nnc(SCC(=O)Nc3oc(C)c4c(C)n[nH]c(=O)c34)n2C)cc1	3
COCc1cc(N2CCNC[C@@H]2C)ccc1N1CCN(Cc2ccccc2)[C@H](C)C1	-8
CCCCCCN1C[C@H](n2cc(C3CC3)nn2)[C@@H](O)C[C@@H]1c1ccc(C)cc1	-5
Cc1nc2c(Br)cc(Br)cc2c(=O)n1-c1ccccc1NC1OCC(O)C(O)C1O (stereo not drawn)	3
COc1ccc(C(=O)c2[nH]c(N)c(C(=O)NCCc3c[nH]c4ccccc34)c2-c2ccc(Br)cc2)cc1	-2
Cc1ccccc1S(=O)(=O)NC(=O)C1(C)CCN1C(=O)C/C=C/c1ccccc1 (stereo not drawn)	-6
CC(=O)Nc1nc(-c2ccc(-c3ccccc3)cc2)cs1	-2
CCCCCCn1c(=O)n2n(c1=O)C[C@]1(OC(=O)NCc3ccccc3F)CN(S(=O)(=O)c3ccc(C)cc3)C[C@]1(O)C2	-4
O=C(N[C@H](Cc1ccccc1)C(=O)NCc1ccco1)[C@H]1O[C@@H](n2ccc(=O)[nH]c2=O)[C@H](O)[C@@H]1O	-4
CC(C)NC(=O)c1cccc(NC(=O)CC2SC(N3CCCCC3)=NC2=O)c1 (stereo not drawn)	-3
O=C(Nc1ccc(S(=O)(=O)NC2=NCCCCC2)cc1)c1cccc(OC(F)F)c1	-5
CN(CC(=O)Nc1ccc(Cl)c(Cl)c1)CC(=O)N1CCc2ccccc21	-5
O=C(NCc1ccccc1)c1cccc(NC(=O)c2ccccc2)c1	-5
C=CS(=O)(=O)N[C@@H](CSSC[C@H](NS(=O)(=O)C=C)C(=O)OC)C(=O)OC	-3
O=C(CNC(=O)c1ccc(Br)o1)Nc1ccc(F)c(S(=O)(=O)N2CCOCC2)c1	-5
Nc1ncnc2c1ncn2[C@@H]1O[C@H](C(=O)N(CCC2=CCCCC2)CC2CC2)[C@@H](O)[C@H]1O	-6
CCOC(=O)[C@]12CCC=C1N(Cc1ccc(Cl)cc1Cl)C(=O)[C@H](CC(=O)NCC1CCCCC1)C2	-5
O=C(NC(c1ccccc1)c1ccc2ccccc2n1)C1CCN(Cc2ccc(Cl)c(Cl)c2)CC1 (stereo not drawn)	-6
